CDK5 inh – CDK5/p35 (human) kinase inhibition | Q00535+Q15078 | Recombinant CDK5/p35, ADP-Glo luminescence, 60 min | inhibition, % at 10 µM | 330,000 compounds, 0.01% hits;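 active means highest replicate inhibition of at least 50% and at least 75% of replicates reaching 50%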;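 further: plate controls were DMSO neutral control for no effect and GW8510 at 10 µM for full effect; many of its hits are not listed in these tables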
Target sequence (Q00535 whole entry, looked up): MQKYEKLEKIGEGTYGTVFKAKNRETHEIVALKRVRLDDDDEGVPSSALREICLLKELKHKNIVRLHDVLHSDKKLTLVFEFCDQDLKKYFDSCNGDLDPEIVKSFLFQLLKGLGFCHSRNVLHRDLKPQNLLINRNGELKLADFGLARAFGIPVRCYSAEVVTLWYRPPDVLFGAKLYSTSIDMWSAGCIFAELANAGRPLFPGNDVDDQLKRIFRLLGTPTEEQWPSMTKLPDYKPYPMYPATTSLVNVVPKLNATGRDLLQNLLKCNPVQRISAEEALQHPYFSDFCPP
Target sequence (Q15078 whole entry, looked up): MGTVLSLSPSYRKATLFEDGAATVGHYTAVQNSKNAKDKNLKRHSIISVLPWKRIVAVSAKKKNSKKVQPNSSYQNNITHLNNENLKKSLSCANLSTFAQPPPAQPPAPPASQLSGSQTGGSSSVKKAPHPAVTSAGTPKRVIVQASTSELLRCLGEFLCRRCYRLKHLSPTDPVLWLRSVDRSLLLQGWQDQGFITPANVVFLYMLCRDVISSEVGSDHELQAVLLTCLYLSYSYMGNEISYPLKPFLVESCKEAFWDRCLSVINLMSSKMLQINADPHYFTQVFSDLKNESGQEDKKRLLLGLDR
PvdQ inh – P. aeruginosa PvdQ acylase inhibition | inhibition, % at 10 µM | 340,000 compounds, 0.063% hits | purified PvdQ acylase, fluorescence plate reader; in the data active means inhibition above about 30%, passing the limit was not always enough;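 further: 0% = vehicle neutral wells and 100% = reference inhibitor wells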
RTF Ca sens act – increases calcium sensitivity of human cardiac regulated thin filaments | AID 493008 | IANBD-labeled TnC RTF fluorescence at EC20 calcium; 0% EC20 calcium, 100% full calcium | P19429+P45379 | 340,000 compounds, 0.24% hits | activation, % at 7.2 µM;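 active means activation above the mean over all tested compounds plus 3 SD, cut at about 30% in these data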;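 further: rise in fluorescence read as greater calcium sensitivity of cardiac thin filaments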
SR-BI DiI inh – mouse SR-BI HDL lipid transfer inhibition. ldlA[mSR-BI] CHO cells, DiI-HDL uptake fluorescence, 3 h. inhibition, % at 12.5 µM. Q61009. 320,000 compounds, 0.96% hits;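 active means mean replicate inhibition of at least 70% and a set share of replicates each scoring 70 or more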;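 further: 0% = median of neutral control wells and 100% = median of positive control wells; values of inactives mirror those of a sister screen read the other way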
HTR5A ag ctr – counter-screen for OPRM1-OPRD1 agonists: human HTR5A agonism; 340,000 compounds, 0.61% hits; activation, % at 9.3 µM; P47898; HTR5A agonist assay, luminescence, cell-based; in the data active means activation mostly above about 9.5%, no sharp cut-off; inactive means mostly below about 7.6%;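 further: 0% = cells with vehicle only and 100% = reference agonist; strong numbers were not always called active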
Target sequence (P47898 whole entry, looked up): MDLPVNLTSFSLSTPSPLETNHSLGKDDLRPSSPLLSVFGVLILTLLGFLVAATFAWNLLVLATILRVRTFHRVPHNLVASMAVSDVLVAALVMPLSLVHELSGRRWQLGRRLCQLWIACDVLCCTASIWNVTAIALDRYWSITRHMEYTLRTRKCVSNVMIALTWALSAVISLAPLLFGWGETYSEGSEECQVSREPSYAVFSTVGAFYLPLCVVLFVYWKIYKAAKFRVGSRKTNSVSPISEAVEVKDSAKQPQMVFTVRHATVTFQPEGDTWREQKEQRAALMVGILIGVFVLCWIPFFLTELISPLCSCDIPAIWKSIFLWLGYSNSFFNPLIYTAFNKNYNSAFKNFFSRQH
Wnt act – Wnt/beta-catenin pathway activation; AID 743398; Wnt/beta-catenin reporter cell assay, activator, plate reader; 300,000 compounds, 1.2% hits; activation, % at 9.35 µM; in the data active means activation above about 30%, passing the limit was not always enough;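 further: 0% = neutral control wells and 100% = positive control wells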
dFosB activator – enhances mouse delta FosB homodimer DNA binding; activation, % at 25 µM; AID 493131; P13346; 340,000 compounds, 0.99% hits; purified delta FosB, TAMRA-CDK5 oligo fluorescence polarization; percent of positive-control signal above neutral wells;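 active means mean activation above about 17%, with every replicate also reaching it, limit read from the data, passing the limit was not always enough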;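 further: fluorescence polarization rise as delta FosB binds a TAMRA Cdk5 AP-1 oligo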
MITF act – activators of MITF-driven TRPM1 promoter activity in SK-MEL-5 cells; SK-MEL-5 TRPM1-promoter luciferase, 24 h; % of positive control, neutral wells = 0; activation, % at 12.5 µM; 300,000 compounds, 0.75% hits; AID 588334;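 active means mean activation of at least 80% with every replicate also reaching 80%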;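 further: 0% = neutral control wells and 100% = parthenolide positive control wells; values of inactives mirror those of a sister screen read the other way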
Rtt109 Vps75 – C. albicans Rtt109 histone acetyltransferase inhibition | 330,000 compounds, 0.16% hits | AID 540336 | inhibition, % at 34.9 µM | purified Rtt109/Vps75, ThioGlo CoA-SH fluorescence, 4 h;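 active means inhibition of at least 50% in every replicate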
SR-BI uptake up – SR-BI HDL lipid transfer activation | CHO ldlA[mSR-BI] cells, DiI-HDL uptake fluorescence, 3 h; 100 = double the neutral-control signal | activation, % at 12.5 µM | 320,000 compounds, 0.096% hits | AID 504775;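 active means mean replicate activation of at least 60% and every replicate at or above 60%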;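 further: 0% = median plate neutral-control signal and 100% = twice that signal; values of inactives mirror those of a sister screen read the other way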
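System: LDL receptor-deficient CHO ldlA cells overexpressing murine SR-BI | Timing: 3 h uptake period with compound, 37 °C | Medium: HEPES-buffered (25 mM, pH 7.4) F12 plus 0.5% BSA | Dosing: Single-point compound dose | Signal: Bottom-read fluorescence, 550/595 nm | Read-out: Retained DiI signal reflecting DiI-HDL uptake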
* marks the source's active call; other numbers are inactive results; . = not tested or not shown.

SMILES | CDK5 inh | PvdQ inh | RTF Ca sens act | SR-BI DiI inh | HTR5A ag ctr | Wnt act | dFosB activator | MITF act | Rtt109 Vps75 | SR-BI uptake up
CCC(C)c1ccc(-n2c(=O)c3ccccc3n3c(=S)[nH]nc23)cc1 (stereo not drawn) | 0.6 | 0 | -4 | . | -2 | -2 | 8 | -1 | 3 | .
O=[N+]([O-])c1ccc(OCC(O)CN2CCN(c3ccccc3F)CC2)cc1 (stereo not drawn) | 0.5 | -12 | -1 | -9 | 1 | -1 | -5 | 10 | 0 | 9
COc1ccc(/C=N/NC(=O)COc2cccc3ccccc23)c(C(=O)O)c1OC | 1.0 | -7 | 6 | -15 | 2 | -4 | -12 | -5 | 1 | 15
FC(F)(F)c1ccc(C2[C@H]3CN(CC4CCCCC4)[C@H](c4ccccc4)C34CC2(c2cccnc2)C4)cc1 (stereo partly drawn) | 1.9 | -6 | -5 | -12 | 5 | -9 | 11 | 6 | 1 | 12
CN1C[N+]([O-])=C(c2ccccc2)C1(C)C | -0.9 | -19 | 5 | -20 | -3 | 15 | -4 | 20 | . | 20
COCCN(C(=O)Nc1ccccc1)c1ccccc1 | -2.5 | -4 | -1 | -9 | 9 | . | -6 | 2 | -6 | 9
O=C(O)/C=C\C(=O)O | 0.9 | 2 | 9 | 5 | 4 | -3 | 3 | -6 | 19 | -5
O=[N+]([O-])c1cc(S(=O)(=O)N2CCCC2)ccc1N/N=C/c1cccs1 | 0.6 | -9 | -6 | 2 | 3 | 2 | -1 | 15 | 1 | -2
Cc1ccc(/C=C2\SC(=O)N(CCNC(=O)C3CSC4(C)CCC(=O)N34)C2=O)cc1 (stereo not drawn) | 0.6 | -13 | -6 | 21 | 1 | 2 | -11 | 11 | -1 | -21
O=C(CN1CCN(S(=O)(=O)c2cccc(Cl)c2)CC1)NCC1(N2CCOCC2)CCCCC1 | -3.0 | -12 | 1 | -15 | 4 | -3 | -7 | -12 | -7 | 15
COc1cc(/C=C/C(=O)O)cc(S(=O)(=O)N(CC(C)C)CC(C)C)c1OC | 0.6 | 12 | 0 | -12 | 2 | -4 | -1 | -4 | -4 | 12
Cc1oc(C(=O)O)cc1CSCc1cc(C(=O)O)c(C)o1 | 0.3 | -11 | 0 | -24 | 4 | . | -8 | -3 | -1 | 24
O=c1c2[nH]cnc2n(-c2ccc(F)cc2)c(=O)n1Cc1ccccc1 | -0.3 | 5 | -3 | 1 | -3 | 0 | 1 | -1 | 7 | -1
Cc1csc(-c2cnn(-c3ccccc3)c2NC(=O)c2cccc(F)c2)n1 | 1.1 | 8 | 4 | -21 | 6 | . | -11 | 11 | 21 | 21
CC(=O)Nc1ccc(N(C(=O)CNC(=O)c2cccs2)C(C(=O)NCC2CCCO2)c2ccccc2)cc1 (stereo not drawn) | -0.7 | -6 | -2 | . | 3 | -2 | 0 | -12 | 5 | .
Cc1ccc(Nc2c(-c3ccc(N4CCOCC4)cc3)nc3cnccn23)cc1 | 1.5 | 9 | 6 | -13 | 0 | -5 | -12 | 38 | . | 13
Cc1[nH]c(=S)sc1Cc1ccc(F)cc1 | 1.2 | -3 | 3 | -20 | -4 | -6 | -4 | 0 | 1 | 20
N#CCN1CCCC(C(N)=O)C1 (stereo not drawn) | 0.2 | -14 | 8 | 0 | -3 | 3 | -3 | 1 | 1 | 0
CC(C)c1ccc(NC(=O)c2snc3ccc(Cl)cc23)cc1 | 0.5 | -2 | -10 | 21 | -6 | 22 | -8 | 120* | 5 | -21
CCCCN(CCCC)CCn1cnc2c([nH]c3ccc(OC)cc32)c1=O | -2.1 | -15 | -8 | 3 | -1 | -1 | 0 | . | -7 | -3
COc1ccc(C(=O)NC(=S)NNC(=O)CNC(=O)C2CCCCC2)cc1 | 1.7 | 8 | -1 | 6 | 2 | 1 | -3 | 2 | -7 | -6
COC(CN(C)C(=O)C1CCCN(S(=O)(=O)c2ccc3c(c2)oc(=O)n3C)C1)OC (stereo not drawn) | -1.5 | 5 | 0 | -13 | -3 | 1 | -1 | -7 | 9 | 13
CC(C)N1CCc2c(sc(NC(=O)c3ccc(S(=O)(=O)N4CCOCC4)cc3)c2C(N)=O)C1 | -0.5 | -12 | 3 | -8 | -3 | 0 | -11 | -8 | 7 | 8
O=C(O)Cc1ccc(NC(=O)Cc2ccc3ccccc3c2)cc1 | 0.2 | -18 | 15 | -13 | 2 | 0 | -1 | 3 | -1 | 13

For reference, part of the list above:
SMILES | CDK5 inh | PvdQ inh | RTF Ca sens act | SR-BI DiI inh | HTR5A ag ctr | Wnt act | dFosB activator | MITF act | Rtt109 Vps75 | SR-BI uptake up
Cc1oc(C(=O)O)cc1CSCc1cc(C(=O)O)c(C)o1 | 0.3 | -11 | 0 | -24 | 4 | . | -8 | -3 | -1 | 24
O=c1c2[nH]cnc2n(-c2ccc(F)cc2)c(=O)n1Cc1ccccc1 | -0.3 | 5 | -3 | 1 | -3 | 0 | 1 | -1 | 7 | -1
Cc1csc(-c2cnn(-c3ccccc3)c2NC(=O)c2cccc(F)c2)n1 | 1.1 | 8 | 4 | -21 | 6 | . | -11 | 11 | 21 | 21
CC(=O)Nc1ccc(N(C(=O)CNC(=O)c2cccs2)C(C(=O)NCC2CCCO2)c2ccccc2)cc1 (stereo not drawn) | -0.7 | -6 | -2 | . | 3 | -2 | 0 | -12 | 5 | .
Cc1ccc(Nc2c(-c3ccc(N4CCOCC4)cc3)nc3cnccn23)cc1 | 1.5 | 9 | 6 | -13 | 0 | -5 | -12 | 38 | . | 13
Cc1[nH]c(=S)sc1Cc1ccc(F)cc1 | 1.2 | -3 | 3 | -20 | -4 | -6 | -4 | 0 | 1 | 20
N#CCN1CCCC(C(N)=O)C1 (stereo not drawn) | 0.2 | -14 | 8 | 0 | -3 | 3 | -3 | 1 | 1 | 0
CC(C)c1ccc(NC(=O)c2snc3ccc(Cl)cc23)cc1 | 0.5 | -2 | -10 | 21 | -6 | 22 | -8 | 120* | 5 | -21
CCCCN(CCCC)CCn1cnc2c([nH]c3ccc(OC)cc32)c1=O | -2.1 | -15 | -8 | 3 | -1 | -1 | 0 | . | -7 | -3
COc1ccc(C(=O)NC(=S)NNC(=O)CNC(=O)C2CCCCC2)cc1 | 1.7 | 8 | -1 | 6 | 2 | 1 | -3 | 2 | -7 | -6

(next part)
SMILES | CDK5 inh | PvdQ inh | RTF Ca sens act | SR-BI DiI inh | HTR5A ag ctr | Wnt act | dFosB activator | MITF act | Rtt109 Vps75 | SR-BI uptake up
Cc1c(C(=O)N2CCN(c3ccccc3F)CC2)sc2nc(-c3ccccc3)cn12 | -0.8 | -14 | 1 | 13 | 9 | -1 | -5 | -2 | 3 | -13
Cc1ccc(C(=O)O/N=C/c2c(C)nn(C)c2Cl)cc1 | -0.5 | 1 | 3 | -14 | 6 | 1 | -10 | 12 | 3 | 14
O=C(CCNC(=O)c1ccc([N+](=O)[O-])cc1)Nc1nc2ccccc2[nH]1 | -0.6 | -7 | 4 | 1 | -2 | 10 | 4 | 16 | 3 | -1
COc1ccc(C(=O)NCCS(=O)(=O)N2CCCC2)cc1 | 0.1 | -12 | -1 | -13 | 0 | 0 | 3 | 11 | 3 | 13
COc1ccc(CN(C)CC(=O)Nc2ccccc2C(F)(F)F)cc1 | -0.6 | -12 | 8 | 5 | 3 | -1 | -7 | -19 | 3 | -5
O=C(CN1C(=O)C(=O)N(C2CCCC2)C1=O)Nc1ccc(Cl)cc1C(F)(F)F | -3.4 | -30 | -2 | 1 | 1 | -3 | 0 | 4 | -2 | -1
CCOc1cccc(C(=O)Nc2cccc(C(=O)NC(C)(C)C)c2)c1 | -1.8 | 1 | 4 | -8 | -2 | . | -6 | 1 | 8 | 8
COc1cccc(NC(=O)CN(C)C(=O)c2ccccc2-c2nc3ccccc3s2)c1 | 1.2 | -7 | 2 | 36 | -2 | 2 | -14 | 8 | -2 | -36
COc1cccc(NS(=O)(=O)c2cc3c(cc2C)N(C(C)=O)CCO3)c1 | 2.9 | 1 | 1 | 8 | -5 | -4 | -10 | . | -4 | -8
CCOc1cc2c3c(c1)C(C)CC(C)(C)N3C(=O)C2=O (stereo not drawn) | 0.1 | 5 | 2 | -2 | 2 | -2 | 3 | . | 4 | 2
Cn1cnnc1SCC(=O)Nc1cccc(S(=O)(=O)N2CCCCCC2)c1 | 1.1 | 2 | 2 | -10 | 3 | . | 0 | -1 | -1 | 10
Cc1ccc(S(=O)(=O)CCC(=O)OCc2nc(N)nc(Nc3ccccc3C)n2)cc1 | -0.4 | -17 | 0 | -6 | 1 | -1 | -2 | -3 | 5 | 6
Cc1csc(NC(=O)CSc2nnc(-c3ccoc3C)o2)n1 | -0.5 | -5 | 9 | -28 | 1 | 21 | -2 | . | -4 | 28
O=c1c2c(nc3cc(-c4ccc(Cl)cc4)[nH]n13)CCS2 | -0.7 | -14 | -2 | -5 | 10 | . | -4 | 62 | -7 | 5
Cc1ccc(NC(=O)c2ccc3snnc3c2)cc1 | 0.2 | 8 | 3 | 30 | -4 | 0 | -4 | 51 | . | -30
COc1cc(NC(=O)CSCc2ccc(Cl)cc2)c(C(=O)O)cc1OC | 1.1 | -17 | 1 | -8 | -3 | 1 | -1 | 1 | -4 | 8
CCOc1ccc(C(=O)Nc2c(C(=O)N3CCC(N4CCCCC4)CC3)oc3ccccc23)cc1 | 0.0 | 1 | 0 | 3 | 0 | 1 | 4 | 15 | -7 | -3
COc1cc(C(=O)OC2CCOC2=O)c([N+](=O)[O-])cc1OC (stereo not drawn) | -0.9 | -8 | -3 | -5 | 3 | -1 | 0 | -3 | -2 | 5
CCN(c1ccccc1)S(=O)(=O)c1ccc(OCC(=O)N2CCCC2)cc1 | 0.0 | 0 | 0 | 11 | 6 | -4 | -3 | -2 | 8 | -11
O=C(C1=C[C@@H](c2ccc(Br)cc2)C[C@@H](OCCCCO)O1)N1CCOCC1 | 3.4 | -5 | 9 | -9 | 9 | 0 | -3 | 12 | 5 | 9
Cc1ccc(NC(=O)NC(=O)CN2C(=O)NC3(CCc4ccccc43)C2=O)c(C)c1 (stereo not drawn) | -0.4 | -4 | -4 | 27 | -2 | -1 | -19 | -2 | 3 | -27
COc1cccc(CNC(=O)CCNC(=O)c2ccco2)c1 | -0.6 | -1 | 3 | -6 | 1 | 0 | -4 | 2 | 12 | 6
NS(=O)(=O)c1ccc(NC(=O)COC(=O)CCCN2C(=O)c3cccc4cccc(c34)C2=O)cc1 | -1.5 | -8 | 1 | -14 | -2 | -3 | 0 | 7 | -8 | 14
COc1cc(/C=C/C(=O)NC(C)(C)C)ccc1OCc1ccccc1 | -2.2 | -14 | -6 | 37 | -2 | -3 | 6 | -3 | 17 | -37
O=C(CN1C(=O)NC2(CCCCCC2)C1=O)NCc1ccc(Cl)cc1 | 0.4 | -7 | -1 | -14 | -3 | 0 | -10 | -8 | -1 | 14

High-throughput results: PubChem BioAssay, several laboratories
